# Screening results: PubChem, several laboratories
# MEKK2mut PB1 HTS: signal of MEK5 binding to mutant human MEKK2 PB1 domain | bead flow cytometry, Alexa488-MEK5 binding to MEKK2 mutant | percent response, % at 10 µM | 290,000 compounds, 0.35% hits | AID 1530; in the data active means percent response above about 24%, passing the limit was not always enough; further: inactives centre near 1; some results filed as inactive read as strong as hits
# OXTR agonist: human OXTR agonism | P30559 | CHO-OTR cells, Fluo-8 calcium fluorescence; normalized: DMSO 0%, oxytocin 100% | activation, % at 3 µM | 320,000 compounds, 0.32% hits | AID 2435;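 active means activation above the mean of all tested compounds plus 3 SD, cutoff set per screening run, cut at about 20% in these data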;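 further: peak over basal fluorescence ratio from a 100 s FLIPR kinetic read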
# GalR3 antag: antagonists of human GalR3 | AID 651719 | 360,000 compounds, 0.44% hits | O60755 | inhibition, % at 3 µM | HEK293 GalR3-CNG cAMP membrane potential fluorescence; galR3 body fused to GalR1 C-terminus;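 active means inhibition above the screen-wide average plus 3 SD, cut at about 13% in these data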;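 further: forskolin and galanin both at EC90 stimulate the cells; cAMP rise reported by CNG channel membrane potential dye signal; 0% = forskolin plus galanin with DMSO and 100% = forskolin alone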
# Target sequence (O60755 1-299 limits assumed): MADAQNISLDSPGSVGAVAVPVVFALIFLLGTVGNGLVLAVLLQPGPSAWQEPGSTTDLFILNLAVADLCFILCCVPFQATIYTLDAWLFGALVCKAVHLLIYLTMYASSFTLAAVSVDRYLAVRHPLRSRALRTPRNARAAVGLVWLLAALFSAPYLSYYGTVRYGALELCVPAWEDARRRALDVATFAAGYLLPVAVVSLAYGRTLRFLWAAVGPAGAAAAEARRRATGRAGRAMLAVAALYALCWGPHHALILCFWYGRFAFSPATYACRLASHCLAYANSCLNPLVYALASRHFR
# OXTR potentiator: potentiators of human oxytocin receptor; activation, % at 3 µM; CHO-OTR cells, Fluo-8 calcium fluorescence, potentiator mode; 0% = oxytocin EC15, 100% = EC100; 320,000 compounds, 0.061% hits; P30559;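 active means activation above that plate's cutoff, the mean activation of tested compounds plus 3 SD, cut at about 6.6% in these data, passing the limit was not always enough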;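 further: 100% uses oxytocin at 75 nM as the full agonist control; some results filed as inactive read as strong as hits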
#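 Material: human OTR in CHO cells. Compound: 3.0 µM, one dose. Timing: compound 6 min at room temperature before oxytocin, 100 s read. Evaluation: % activation of max/min ratio relative to oxytocin controls. Replication: single well per compound, singlicate. Signal: Fluo-8 calcium dye fluorescence.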
# GPR7 antag: antagonists of human GPR7 (neuropeptides B/W receptor 1); P48145; GPR7-expressing cells, fluorescence antagonist assay; inhibition, % at 4.4 µM; 290,000 compounds, 1.1% hits; in the data active means inhibition above about 16%, passing the limit was not always enough;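 further: cells stimulated with the agonist NPW; 0% = agonist with vehicle and 100% = vehicle without agonist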
# Target sequence (P48145 whole entry, looked up): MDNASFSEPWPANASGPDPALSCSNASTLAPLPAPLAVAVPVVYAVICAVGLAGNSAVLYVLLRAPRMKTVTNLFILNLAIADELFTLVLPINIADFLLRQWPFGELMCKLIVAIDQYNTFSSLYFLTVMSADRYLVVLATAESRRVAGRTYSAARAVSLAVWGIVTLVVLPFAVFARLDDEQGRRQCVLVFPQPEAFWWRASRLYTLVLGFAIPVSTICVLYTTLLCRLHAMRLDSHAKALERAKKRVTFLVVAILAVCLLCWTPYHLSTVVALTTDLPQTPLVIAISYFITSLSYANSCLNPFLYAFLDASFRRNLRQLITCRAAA
# PfM18AAP inh: PfM18AAP enzyme inhibition. recombinant PfM18AAP, H-Glu-NHMec fluorogenic cleavage. AID 1822. 290,000 compounds, 1.2% hits. inhibition, % at 7.35 µM;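 active means inhibition above the campaign mean inhibition over all tested compounds plus 3 SD, cut at about 28% in these data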;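 further: 0% = plate median of test compound wells and 100% = 2 mM ZnCl2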
# MEKK2wt PB1 HTS: raises or lowers MEK5 binding to wildtype human MEKK2 PB1 domain. bead flow cytometry, Alexa488-MEK5 binding to MEKK2 WT; actives lie on both sides. binding response (% of control), % at 10 µM. 290,000 compounds, 1.1% hits. AID 1531; in the data active means binding response below about 67% or above about 130%
# NALP1 inh: inhibitors of NALP1 inflammasome in yeast | S. cerevisiae NALP1/ASC/caspase-1 growth, X-gal OD620, 72 h | inhibition, % at 10 µM | 280,000 compounds, 0.61% hits; in the data active means inhibition mostly above about 24%, no sharp cut-off; inactive means mostly below about 32%; further: some compounds called inactive have numbers as strong as hits
# V1aR counter: counter-screen for oxytocin receptor agonists: human V1a receptor agonists | CHO-V1R cells, Fluo-8 calcium fluorescence, agonist mode; 0% DMSO, 100% 3 nM vasopressin | AID 2797 | activation, % at 3 µM | 320,000 compounds, 0.25% hits;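 active means activation above the mean activation of all tested compounds plus 3 SD, per screening run, cut at about 20% in these data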;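 further: signal is peak over basal fluorescence ratio across a 100 second FLIPR read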
# Target sequence (P37288 whole entry, looked up): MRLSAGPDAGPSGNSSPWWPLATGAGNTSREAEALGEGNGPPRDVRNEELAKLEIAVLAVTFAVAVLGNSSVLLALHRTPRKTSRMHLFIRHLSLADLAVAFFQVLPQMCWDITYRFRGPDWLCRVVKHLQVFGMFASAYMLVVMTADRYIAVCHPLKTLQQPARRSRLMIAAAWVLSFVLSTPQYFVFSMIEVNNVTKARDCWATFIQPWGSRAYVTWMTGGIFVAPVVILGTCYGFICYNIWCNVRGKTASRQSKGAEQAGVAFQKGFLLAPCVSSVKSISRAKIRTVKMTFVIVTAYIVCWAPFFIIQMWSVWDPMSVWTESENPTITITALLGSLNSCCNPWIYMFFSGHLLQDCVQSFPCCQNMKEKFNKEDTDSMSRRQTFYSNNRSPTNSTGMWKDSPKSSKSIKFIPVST
# An asterisk follows results filed as active; · = no result given.
SMILES,MEKK2mut PB1 HTS,OXTR agonist,GalR3 antag,OXTR potentiator,GPR7 antag,PfM18AAP inh,MEKK2wt PB1 HTS,NALP1 inh,V1aR counter
O=C(CCN1C(=O)c2cccc([N+](=O)[O-])c2C1=O)Nc1nccs1,-13,0.5,-1,-5,-14,6,89,8,0.9
COc1ccccc1-c1cc2nc(C)c(CCC(=O)NC(C)CCc3ccco3)c(C)n2n1 (configuration not stated),16,-0.9,1,-4,-15,-7,114,2,-0.2
CC(=O)Nc1ccc(Nc2nnc(-c3ccc(C)c(S(=O)(=O)NCC4CCCO4)c3)c3ccccc23)cc1 (configuration not stated),-3,-0.9,2,-5,-15,3,96,-3,1.1
CCN(CC)c1ccc(-c2sc(Nc3ccccc3)n[n+]2-c2ccc(F)cc2)cc1,76*,13,4,-10,6,5,33*,8,5.0
Cc1nc(N2CCN(c3ccccc3)CC2)[nH]c(=O)c1CCC(C)C,0,0.7,-3,7,-6,0,97,12,1.0
COc1cc(CN2CCNC(=O)C2CC(=O)NCCC2=CCCCC2)cc(OC)c1 (configuration not stated),-11,-0.4,10,-9,-4,-11,86,1,0.6
COc1cc2c(cc1OC)C(C(=O)Nc1ccc3c(c1)OCCO3)C1c3ccccc3CCN1C2=O (configuration not stated),6,0.2,-3,-12,-8,-5,104,8,1.3
O=C1/C(=C\c2cccc([N+](=O)[O-])c2O)SC(=S)N1Cc1ccccc1,-1,2.3,-10,-18,20,4,98,24,6.6
CCc1nnc(NC(=O)CSc2nnc(-c3ccc(O)cc3)n2C)s1,-6,-0.8,-5,-8,-9,-15,101,21,-0.6
Cc1nn(-c2ccccc2)c(C)c1/C=N/NC(=O)c1cc(C(C)(C)C)[nH]n1,3,-2.1,0,-6,19,-3,98,37,-0.8
CCOC(=O)N1CCN(C(=O)CCCN2C(=O)CSc3nc(C)cc(C)c32)CC1,4,-0.2,11,1,-9,2,94,18,-0.2
Cc1nn(C)cc1/C=N/NC(=O)c1ccco1,-1,-0.4,-5,-9,-10,-12,101,5,-1.0
O=C(O)C1(c2cccc(Cl)c2)CCC1,1,0.2,1,-5,-7,6,105,-10,0.7
Cc1cc(C)n(CCNS(=O)(=O)c2ccccc2)n1,3,0.1,-9,4,-6,-8,102,15,0.6
CCOc1ccccc1/C=N/Nc1nc2ccccc2o1,6,-1.7,-9,-5,2,3,101,14,-1.3
O=C(Nc1ccc(Br)cc1F)c1ccc2c(c1)OCCO2,8,0.2,-10,-9,-3,12,105,8,3.6
CCOC(=O)COn1c(=O)c(-c2ccc(Br)cc2)[n+]([O-])c2ccccc21,0,·,-7,·,10,-10,104,14,·
CCn1cc(C(=O)Nc2ccccc2C(=O)OC)cn1,·,-2.6,-2,-2,·,·,·,·,-0.7
O=C(N/N=C/c1ccsc1)c1cc2ccccc2o1,3,0.2,-1,-9,5,1,102,9,0.8
Cc1ccc(C)c(NS(=O)(=O)c2cc3c4c(c2)CC(=O)N4CCC3)c1,-1,0.1,-10,-6,-2,8,95,-10,0.8
Cc1nnc(NC(=O)CSc2nnc(-c3ccco3)o2)s1,-2,-1.2,·,-7,-3,29*,102,-28,0.1
CCCn1nc(C(=O)OCC(=O)Nc2cccc(OC)c2)c2ccccc2c1=O,-3,-2.6,-6,-7,-3,-16,104,5,-1.4
CCOc1ccc(NC(=O)COC(=O)C2(C)CC2(Cl)Cl)c([N+](=O)[O-])c1 (configuration not stated),1,-1.7,-6,-8,-14,3,106,10,0.6
NC(=O)c1ccccc1NC(=O)c1ccccc1S(=O)(=O)c1ccccc1[N+](=O)[O-],-1,-0.7,8,-4,-10,12,95,14,-0.1
CCOC(=O)C1(CCOc2ccccc2)CCN(Cc2cccc(OC)c2OC)CC1,2,12,-10,-15,32*,0,105,17,10
COC(=O)[C@@]1(Cc2ccc(F)cc2)[C@H]2c3cc(C(=O)N(C)C)n(Cc4ccc(OC(F)(F)F)cc4)c3C[C@H]2CN1C(=O)c1ccccc1,-4,-0.3,-2,-1,22,-5,96,30,0.2
COc1ccccc1N1CCN(C(=O)c2ccc(Cl)c(S(=O)(=O)N3CCOCC3)c2)CC1,7,0.0,-2,-11,-15,-12,110,-77,0.8
CCCC(=O)N1CCN(c2ccc(NC(=O)C(C)(C)C)cc2Cl)CC1,1,0.8,0,0,-15,3,96,-6,1.6
O=C(O)CN=C1CC(c2ccccc2)CC(=O)/C1=C(/O)CCCN1C(=O)c2ccccc2C1=O (configuration not stated),14,-1.3,-2,-15,-14,2,107,13,0.3
CCOc1ncnc2c1oc1nc(CC(C)C)c3c(c12)CC(C)(C)OC3,-7,0.2,-4,-4,-1,2,100,14,-0.1
O=C(O)CN1C(=O)SC(Nc2ccc(Cl)cc2)C1=O (configuration not stated),10,-0.8,-3,-10,-7,13,102,4,0.0
CC(C)Cc1c(O)nc(SCCN2CCOCC2)[nH]c1=O,4,0.6,-3,1,-2,6,107,-6,0.7
O=c1sc2ccccc2n1COc1ccccc1,·,·,-6,·,-6,9,·,6,·
N#C/C(=C\c1ccc(OCC(N)=O)cc1)C(=O)NC1CC1,-7,0.3,0,1,1,0,96,-11,0.5
COc1ccc(CNC(=O)COC(=O)c2ccc(S(=O)(=O)N3CCCCC3)cc2)cc1,·,0.6,1,-5,·,·,·,·,0.2
Nc1ccc(Oc2ccccc2F)nc1,-13,1.9,-3,2,-8,8,98,12,5.3
COc1ccc(C2(C(=O)N3CCOCC3)CCCC2)cc1,3,-1.2,-4,2,0,0,101,11,-0.1
O=C(Cn1ncc2c3ccccc3n(Cc3ccccc3F)c2c1=O)NCCN1CCOCC1,1,-0.1,1,-6,-1,5,105,1,-0.5
CC(=O)NC12CC3CC(CC(CC(=O)O)(C3)C1)C2,-2,1.6,-2,2,-14,-8,99,-3,1.1
Cc1ccc(NC(=O)c2ccc3c(c2)CCN3S(C)(=O)=O)cc1C,1,0.2,-6,-6,-13,2,98,11,0.9
COc1ccc(NC(=O)N(C)C[C@H]2Oc3c(NS(=O)(=O)c4cccs4)cccc3C(=O)N([C@@H](C)CO)C[C@@H]2C)cc1,·,0.7,-4,0,·,·,·,·,1.2
O=c1oc(-c2ccccc2)nc2c1cnn2-c1ccccc1,0,-1.2,-6,2,1,8,102,0,-0.7
COc1ccc(/C=C2\Sc3ccc(C(=O)NCCCN4CCCC4)cc3N(C)C2=O)cc1OC,35*,-0.4,5,-3,-7,4,202*,19,0.3
Cn1c(COc2ccc([N+](=O)[O-])cc2)nnc1SCC(N)=O,-13,0.3,0,-1,-13,2,96,-1,-0.5
CC(C)NC(=O)c1ccccc1NC(=O)CN(c1ccc2c(c1)OCO2)S(C)(=O)=O,-2,-0.2,-5,-5,-8,-4,96,0,0.5
O=C(CSc1ncn[nH]1)NN(c1ccccc1)c1ccccc1,-1,-0.4,-4,-3,0,4,104,28,-0.3
CCOc1ccc2[nH]c(C)cc(=O)c2c1,7,-1.2,2,-12,-14,1,118,19,0.1
Cc1nc(Cl)sc1C(=O)Nc1cccc(Cl)c1,1,-0.3,-3,-7,1,-10,101,23,0.5
CN(Cc1ccon1)C(=O)CC1C(=O)NCCN1Cc1ccc(F)c(F)c1 (configuration not stated),6,-0.4,·,-3,-9,7,112,10,0.8
CCN(CCCNC(=O)Cn1ncc2c(=O)oc3ccccc3c21)c1cccc(C)c1,·,5.3,·,-9,0,-5,·,31,6.1

# Ten structures already listed, ordered by length of the SMILES, descending:
SMILES,MEKK2mut PB1 HTS,OXTR agonist,GalR3 antag,OXTR potentiator,GPR7 antag,PfM18AAP inh,MEKK2wt PB1 HTS,NALP1 inh,V1aR counter
COc1ccc(NC(=O)N(C)C[C@H]2Oc3c(NS(=O)(=O)c4cccs4)cccc3C(=O)N([C@@H](C)CO)C[C@@H]2C)cc1,·,0.7,-4,0,·,·,·,·,1.2
COc1ccc(/C=C2\Sc3ccc(C(=O)NCCCN4CCCC4)cc3N(C)C2=O)cc1OC,35*,-0.4,5,-3,-7,4,202*,19,0.3
CC(C)NC(=O)c1ccccc1NC(=O)CN(c1ccc2c(c1)OCO2)S(C)(=O)=O,-2,-0.2,-5,-5,-8,-4,96,0,0.5
O=C(Cn1ncc2c3ccccc3n(Cc3ccccc3F)c2c1=O)NCCN1CCOCC1,1,-0.1,1,-6,-1,5,105,1,-0.5
CCN(CCCNC(=O)Cn1ncc2c(=O)oc3ccccc3c21)c1cccc(C)c1,·,5.3,·,-9,0,-5,·,31,6.1
Cc1ccc(NC(=O)c2ccc3c(c2)CCN3S(C)(=O)=O)cc1C,1,0.2,-6,-6,-13,2,98,11,0.9
Cn1c(COc2ccc([N+](=O)[O-])cc2)nnc1SCC(N)=O,-13,0.3,0,-1,-13,2,96,-1,-0.5
O=C(CSc1ncn[nH]1)NN(c1ccccc1)c1ccccc1,-1,-0.4,-4,-3,0,4,104,28,-0.3
CC(=O)NC12CC3CC(CC(CC(=O)O)(C3)C1)C2,-2,1.6,-2,2,-14,-8,99,-3,1.1
CCOc1ccc2[nH]c(C)cc(=O)c2c1,7,-1.2,2,-12,-14,1,118,19,0.1

# Other entries follow.
SMILES,MEKK2mut PB1 HTS,OXTR agonist,GalR3 antag,OXTR potentiator,GPR7 antag,PfM18AAP inh,MEKK2wt PB1 HTS,NALP1 inh,V1aR counter
NC(=S)Cc1nc(-c2ccccc2)cs1,-2,0.3,-5,-11,-3,6,93,11,0.3
COc1cc(C(=O)N2CCN(S(=O)(=O)c3ccc(C)cc3)CC2)ccc1OCc1c(C)noc1C,-3,-1.7,-2,-1,-7,-19,92,8,0.9
COc1ccc(OC)c(C2(O)CSC(=Nc3cccnc3)N2Cc2ccco2)c1 (configuration not stated),-1,-1.6,-8,-4,5,2,99,6,1.3
COc1ccc(N(CC(=O)NCCSC2CCCCC2)S(=O)(=O)c2ccc(C)cc2)cc1,0,-0.5,-4,-1,-3,-1,96,18,0.2
Nn1cnnc1N/N=C/c1ccc(Cl)c([N+](=O)[O-])c1,0,-0.5,-2,-17,-15,57*,99,3,-0.1
O=C(N/C(=C\c1ccccc1Cl)C(=O)N1CCOCC1)c1ccc([N+](=O)[O-])cc1,-17,-1.3,-3,-6,9,0,89,1,-0.7
Cc1ccc(SCC(=O)Nc2cc(C)on2)cc1,-12,-0.5,-3,4,-2,-4,95,0,0.6
CCC(C)c1ccccc1N1CC(C(=O)Nc2cccc(S(=O)(=O)N3CCOCC3)c2)CC1=O (configuration not stated),10,0.5,-2,-6,-3,-4,110,14,0.0
CN(C)c1cc[nH]c(=O)c1C#N,-1,-0.3,-1,-11,-12,4,98,15,0.4
O=C(Nc1ccc(N2CCOCC2)cc1)C1CCN(S(=O)(=O)Cc2ccccc2)CC1,10,0.3,-2,-4,16,-15,108,9,1.8
